ATXN2 expr inh = Primary qHTS for Inhibitors of ATXN expression | HEK-293 ATXN2-luciferase reporter, luminescence, 24 h | Potency, µM (doses to about 57 µM), inactives show at the highest dose activity change, negative = inhibition, hits mostly inhibitors | actives 0.72% (n = 360,000) | AID 1745845, 2022; note: potency is the fitted concentration of half-maximal effect; % is set by controls: 0 for no effect and ±100 for the full control effect; nearly all actives have a fitted effect of over 55% in size
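qHTS (up to 57 uM final) was run with 24 h compound exposure of reporter cells at 37 °C. Each well was multiplexed: SteadyGlo luminescence measured ATXN2-luciferase expression after a fluorogenic Gly-Phe-AFC viability readout (25 uM final).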
Nrf2 activator = qHTS of Nrf2 Activators; AREc32 ARE-luciferase reporter (MCF7-derived line), luminescence, 24 h; actives 0.31% (n = 410,000); Potency, µM (series often up to 46.1 µM), without a hit: at the highest dose activation, most hits filed as activators; note: potency is the fitted concentration of half-maximal effect; % of control where 0% means no effect; nearly all actives have a fitted effect of over 65% in size
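ARE activation measured as luciferase luminescence (Steady-Glo, 30 min RT) in AREc32_Fluc cells after 24 hr compound exposure at 37 deg C, 5% CO2; cells seeded overnight at 1000/well in OPTI-MEM, 5% FBS.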
TGFb SMAD3 inh = qHTS for Inhibitors of TGF-b | HepG2 CAGA-GFP TGF-b/SMAD3 reporter, GFP fluorescence, 18 h; TGF-beta stimulated, 500 pg/mL final | actives 1.2% (n = 410,000) | Potency, µM (titrated, usually from 46.1 µM), without a hit: top-dose activity, negative = inhibition, actives largely listed as inhibitors; note: potency is the fitted concentration of half-maximal effect; % is set by controls: 0 for no effect and ±100 for the full control effect; nearly all actives have a fitted effect of over 65% in size
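Inhibition of TGF-beta-driven CAGA-GFP reporter expression in HEPG2 cells is measured by cellular GFP fluorescence after 18 h stimulation with 500 pg/mL recombinant TGF-beta in 1% FBS medium at 37 degrees C.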
IL2 activator = qHTS of IL-2 Activators | AID 652025, 2013 | IL-2 activation reporter assay, cell-based qHTS; stimulated with anti-CD3/CD4/CD28 beads; in transgenic mouse T cells | activation, % (series mostly up to about 46 µM) | actives 0.065% (n = 360,000); in the data active = activation above about 50%; inconclusive = mostly about 30% to 49%; note: 0% is about no effect
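Readout: EGFP and DsRed signals by fluorescent plate cytometry. Unstimulated transgenic mouse T cells received compound 60 min before antibody-bead stimulation, then incubated 18 h at 37 degrees C.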
A549 viability = Nrf2 qHTS screen for inhibitors: counterscreen for cytotoxicity; actives 0.16% (n = 390,000); A549 ARE-Fluc cells, CellTiter-Fluor viability, 18-24 h; Potency, µM (series often up to 46 µM), for the others: top-dose activity change, negative = cytotoxicity, actives largely listed as inhibitors; note: potency is the fitted concentration of half-maximal effect; % is set by controls: 0 for no effect and ±100 for the full control effect
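A549 ARE-Fluc cells in 5% FBS OPTI-MEM, 5000 cells/well, rested 2 h then exposed to compounds in concentration-response for 18-24 h at 37 °C. Viability by CellTiter-Fluor fluorescence (Ex 405/Em 525) after 30 min; luciferase luminescence (BugLite, 15 min, RT) read afterwards.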
EPAC2 agonist = qHTS for Agonist of cAMP-regulated guanine nucleotide exchange factor 4 (EPAC2): primary screen; AID 720711, 2013; Potency, µM (titrated, usually from 154 µM), inactives show at the highest dose activation, actives largely listed as activators; EPAC2 activation, biochemical qHTS; response scale: 100% = 6.5 mM cAMP response; actives 0.079% (n = 360,000); note: potency is the fitted concentration of half-maximal effect; nearly all actives have a fitted effect of over 50% in size
Target sequence (Q8WZA2 whole entry, looked up): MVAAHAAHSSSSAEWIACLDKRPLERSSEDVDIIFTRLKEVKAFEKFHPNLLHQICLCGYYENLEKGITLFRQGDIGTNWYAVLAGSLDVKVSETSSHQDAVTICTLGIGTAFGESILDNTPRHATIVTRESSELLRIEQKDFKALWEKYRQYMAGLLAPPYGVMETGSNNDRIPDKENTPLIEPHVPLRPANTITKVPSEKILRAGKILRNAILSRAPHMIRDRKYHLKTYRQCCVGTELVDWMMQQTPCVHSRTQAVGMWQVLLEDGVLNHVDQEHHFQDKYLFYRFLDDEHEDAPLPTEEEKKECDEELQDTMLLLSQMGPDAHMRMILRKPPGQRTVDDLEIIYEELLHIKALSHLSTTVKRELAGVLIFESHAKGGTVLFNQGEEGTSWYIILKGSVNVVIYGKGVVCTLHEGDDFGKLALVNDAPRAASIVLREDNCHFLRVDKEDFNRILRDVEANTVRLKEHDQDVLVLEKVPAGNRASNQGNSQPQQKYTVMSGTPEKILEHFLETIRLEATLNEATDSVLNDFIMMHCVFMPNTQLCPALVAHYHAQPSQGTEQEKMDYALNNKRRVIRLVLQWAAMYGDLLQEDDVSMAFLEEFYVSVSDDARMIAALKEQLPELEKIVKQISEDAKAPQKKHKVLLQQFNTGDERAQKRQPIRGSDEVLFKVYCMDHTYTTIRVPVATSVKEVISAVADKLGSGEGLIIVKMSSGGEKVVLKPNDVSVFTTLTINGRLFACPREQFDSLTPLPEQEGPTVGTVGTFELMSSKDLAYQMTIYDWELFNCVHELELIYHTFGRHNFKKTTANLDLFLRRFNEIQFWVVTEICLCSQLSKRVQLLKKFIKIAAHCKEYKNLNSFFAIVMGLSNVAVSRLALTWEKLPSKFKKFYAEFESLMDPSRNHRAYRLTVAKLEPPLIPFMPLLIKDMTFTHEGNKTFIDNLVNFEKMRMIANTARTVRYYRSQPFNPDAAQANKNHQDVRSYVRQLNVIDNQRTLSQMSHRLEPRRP
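Readout is BODIPY fluorescence (480 nm excitation, 540 nm emission), which falls as labeled GDP is exchanged off Rap1B. EPAC2 at 100 nM acted on 250 nM RAP1B-BODIPY-GDP with 50 uM GDP present.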
HepG2 viability = qHTS for Inhibitors of TGF-b: Cytotox Counterscreen. HepG2 CAGA-GFP viability, ATP luminescence, 18 h. Potency, µM (series often up to 46.1 µM), for the others: top-dose activity change, negative = cytotoxicity, actives largely listed as cytotoxic. actives 0.76% (n = 410,000). AID 588856, 2011; note: potency is the fitted concentration of half-maximal effect; some results filed as inactive show a strong effect at the top dose
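HepG2 CAGA-GFP cells (1000/well, DMEM with 1% FBS) received compound, then TGF-beta at 500 pg/mL final, and were incubated 18 hours at 37 degrees C. Viability was read by CellTiter-Glo luminescence. Media-only wells were set as complete cell-killing and DMSO as no toxicity.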
Nrf2 inh = Nrf2 qHTS screen for inhibitors; A549 ARE-Fluc reporter, luciferase luminescence, 18-24 h; Potency, µM (doses to about 46 µM), for inactives: top-dose activity change, negative = inhibition, actives largely listed as inhibitors; actives 2.1% (n = 360,000); note: potency is the fitted concentration of half-maximal effect; % is set by controls: 0 for no effect and ±100 for the full control effect; nearly all actives have a fitted effect of over 60% in size
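A549 ARE_Fluc cells, 5000/well, 5% FBS OPTI-MEM; compounds in dose-response, 18-24 h at 37 °C/5% CO2; CellTiter-Fluor viability read (Ex 405/Em 525), then BugLite luciferase luminescence = Nrf2 activity.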
ATXN viability = Viability Counterscreen for Primary qHTS for Inhibitors of ATXN expression. S2 cells (HEK-293 line with an ATXN2-luciferase reporter) viability, CellTiter-Fluor protease fluorescence, 24 h. Potency, µM (highest dose often 56.7 µM), hits mostly cytotoxic. actives 0.49% (n = 400,000). AID 651635, 2014; note: potency is the fitted concentration of half-maximal effect; nearly all actives have a fitted effect of over 40% in size
Numbers without * were called inactive; i = inactive; ? = inconclusive; . = not tested or not shown; [ ] = another dose, or the depositor's remark. Unless noted, calls come from the whole dose curve; as a rule, active = well fitted curve in the direction sought with a large enough effect; inconclusive = small, poorly fitted or top-dose-only effect, or another doubt; inactive = no such curve, though single readings can be large; an effect the other way counts as inactive or inconclusive.

SMILES	ATXN2 expr inh	Nrf2 activator	TGFb SMAD3 inh	IL2 activator	A549 viability	EPAC2 agonist	HepG2 viability	Nrf2 inh	ATXN viability
COC(=O)c1sc(NC(=O)CSc2nnc(Cn3nnc4ccccc43)n2C)nc1C	-2%	0.3%	7%	-0.5	5%	0%	13%	0%	i
C=CCNC(=O)CC1C(=O)NCCN1Cc1ccc(-c2ccccc2)cc1 (centres undefined)	.	-0.6%	15%	1.2	2%	3%	8%	-15%	i
CCOC(=O)CC(NC(=O)C1c2ccccc2Oc2ccccc21)c1ccccc1Cl (centres undefined)	-25%	-0.6%	4%	-4.2	-8%	12%	-18%	5%	i
COc1ccc(C(=O)NCC(=O)OCC(=O)c2ccc(Cl)cc2)cc1OC	3%	-0.7%	-6%	0.2	5%	2%	-4%	5%	i
COc1ccccc1/C=C/C(=O)NCc1ccccn1	15%	2.5%	-6%	0.8	1%	3%	1%	?	i
CCN(CC)CCCNC(=O)Cn1ncc2c(=O)oc3ccc(C)cc3c21	-23%	1.0%	-6%	2.0	11%	11%	-8%	9%	?
CCOC(=O)c1ccc(NC(=S)N2CCCC(C)C2)cc1 (centres undefined)	6%[11.3 µM]	0.1%	3%	-0.8	0%	0%	-23%	?	i
CCCNC(=O)C1(C)CCCN(C(=O)c2ccccc2OC)C1 (centres undefined)	12%	0.4%	-7%	1.5	.	5%	-1%	.	i
COc1ccc(OCCn2c(C)nc3ccccc32)cc1	.	2.5%	3%	-3.5	.	8%	-23%	.	i
Cc1cc(C)c(NC(=O)CCc2c(C)nc3c(c(C)nn3C(C)(C)C)c2C)c(C)c1	1%	-0.2%	3%	.	-8%	.	2%	16%	i
CCc1cccc2c(C(=O)C(F)(F)F)cn(CC(=O)N3CCOCC3)c12	.	0.0%	10%	-0.6	-3%	6%	1%	3%	i
O=[N+]([O-])c1cccc(S(=O)(=O)N2CCc3ccccc3C2)c1	.	2.8%	-1%	-1.9	1%	-4%	-10%	10%	?
Nc1c(C(=O)CSc2nnnn2-c2ccccc2)c(=O)[nH]c(=O)n1C1CC1	-4%	-1.1%	3%	0.6	0%	2%	3%	8%	i
COc1cc(NC(=O)CSc2ncc(S(=O)(=O)c3ccc(Br)cc3)c(=O)[nH]2)cc(OC)c1	-1%	0.2%	-4%	.	4%	.	-18%	1%	i
CCN(CC)CCCNC(=O)Cc1ccc(NC(=O)N2CCCCc3ccccc32)cc1	7%	0.6%	?	.	-5%	.	3%	?	?
COc1ccccc1C(=O)NC1(C(F)(F)F)C(=O)Nc2c1c(=O)[nH]c(=O)n2-c1ccc(F)cc1 (centres undefined)	-5%	-0.5%	21%	.	7%	.	-2%	?	i
Cc1cn(C)c(CC(=O)NCc2ccccc2Cl)c1C(=O)O	5%	0.0%	-7%	.	-4%	.	-9%	.	i
CC1(C(=O)NS(=O)(=O)c2cccs2)CCN1C(=O)C1(c2ccc(Cl)cc2)CCC1 (centres undefined)	-5%	0.4%	6%	1.7	.	1%	2%	.	i
Cc1nc2ccccc2c(=O)n1/N=C/c1cn[nH]c1-c1ccccc1	?	0.1%	13%	-0.4	2%	7%	-35%	-17%	i
CCCSc1cc(NCCOC(=O)CCC)c([N+](=O)[O-])c2nonc12	-19%	12%	?	-2.1	?	-15%	-9%	-7%	?
COc1ccc(C(NC(=O)/C=C\c2ccco2)c2ccc(OC)c(OC)c2)cc1 (centres undefined)	1%	7.8%	1%	-2.9	-9%	12%	-3%	2%	i
CC12CC(NC(=O)N1c1cccc(C(=O)NCc3ccccn3)c1)c1ccccc1O2 (centres undefined)	.	-1.1%	1%	-0.1	2%	1%	-1%	1%	i
CCOC(=O)Nc1ccc2c(CN(C)Cc3ccc(F)cc3)cc(=O)oc2c1	-6%	-0.7%	3%	-1.0	-15%	-10%	6%	?	i
Cc1cccc(NC(=O)COC(=O)c2ccc3c(=O)n4c(nc3c2)CCC4)c1	4%	-0.7%	?	0.4	-1%	4%	-24%	7%	i
CN(C(=O)c1cccc(NC(=O)Cc2ccc(NC(=O)C3CCCN(C(=O)C4CCC4)C3)cc2)c1)C1CCCCC1 (centres undefined)	-15%	5.9%	-27%	0.8	1%	1%	-1%	?	?

Additional results
SMILES	ATXN2 expr inh	Nrf2 activator	TGFb SMAD3 inh	IL2 activator	A549 viability	EPAC2 agonist	HepG2 viability	Nrf2 inh	ATXN viability
CNC(=O)c1c(C)nn(-c2ccc(F)c(Cl)c2)c1-c1cc(C)on1	-21%	0.2%	-1%	-2.7	-4%	2%	-9%	3%	i
Cc1ccc(NC(=O)C(=O)NCc2ccc(/C=C(/C#N)C(=O)NCc3cccnc3)o2)cc1C	9%	-0.7%	0%	1.6	2%	-3%	7%	1%	i
CCOC(=O)N1CCN(C(=O)c2ccc3c(c2)sc2nc(-c4ccccc4)cn23)CC1	47%[activator]	5.1%	-42%	-0.2	-2%	8%	-17%	20%	i
Cc1ccc(NC(=O)CN2CCc3ccccc3C2)cc1F	1%	2.0%	-9%	-6.1	13%	13%	-1%	0%	i
COc1cc(NC(=O)C[n+]2ccc(C(=O)c3ccccc3)cc2)cc(OC)c1	-5%	-0.2%	19%	1.4	2%	5%	8%	-10%	i
CC(C)CC(=O)Nc1cc([N+](=O)[O-])ccc1Cl	1%	0.2%	-8%	-1.5	17%	3%	-6%	.	i
CCOc1cc(C#N)c(NC(=O)c2cccc(S(=O)(=O)N3CCOCC3)c2)cc1OCC	5%	-0.6%	-1%	.	13%	.	-6%	6%	i
COCC(=O)Nc1ccc(S(=O)(=O)Nc2cc(C)nc(C)n2)cc1	-5%	-0.6%	-5%	-1.7	1%	11%	14%	14%	i
O=C(N/C(=C\c1ccco1)C(=O)N1CCOCC1)c1ccc([N+](=O)[O-])cc1	-3%	0.1%	-4%	-0.4	2%	11%	-5%	1%	i
CC(C)=CCN1CCN(Cc2cn[nH]c2C2CCCCC2)CC1CCO (centres undefined)	7%	2.0%	6%	-0.9	20%	7%	-3%	0%	i
O=C(c1ccccc1)N1CCCOC1c1ccccc1 (centres undefined)	-23%	-0.6%	-4%	0.6	0%	-8%	-7%	7%	i
O=C(CC1OC(=O)c2ccccc21)NC1CCCCC1 (centres undefined)	8%	-0.2%	2%	-1.1	0%	10%	-41%	-11%	i
Cc1occc1C(=O)NNC(=S)NCC(C)C	-6%	0.2%	9%	-2.1	2%	6%	-9%	.	i
Cc1ccc(Cl)cc1NC(=O)COC(=O)CCN1C(=O)C2CC=CCC2C1=O (centres undefined)	0%	0.2%	1%	-3.6	5%	-9%	-5%	-1%	i
Cc1ccc(C(=O)N2CCCC(CCC(=O)NCc3ccccc3F)C2)cn1 (centres undefined)	1%	-0.5%	3%	0.6	-4%	0%	-14%	9%	i
CC[n+]1c(/C=C2\C=C(C)CC(C)C2)sc2ccccc21 (centres undefined)	?	?	?	0.2	-13%	2%	-7%	?	i
COc1cccc(/C=N/n2c(COc3ccccc3)n[nH]c2=S)c1	-10%	-0.2%	-23%	-3.5	-3%	9%	0%	?	i
COc1cccc(C2C(C(N)=O)=C(C)Nc3nc(CCCO)nn32)c1OC (centres undefined)	5%	-0.3%	2%	-0.7	0%	6%	-7%	-3%	i
CCCc1cc(=O)oc2c3c(ccc12)OCN(Cc1ccccc1OC)C3	-10%	0.1%	5%	.	6%	.	-11%	?	.
Cc1ccc(C2=NNC(=O)C(c3ccc(Cl)cc3)C2)cc1 (centres undefined)	-2%	0.8%	11%	-0.4	2%	20%	-5%	.	i
O=C(N/N=C/c1cccnc1)c1ccc(S(=O)(=O)N2CCCCCC2)cc1	-5%	0.4%	-3%	-3.6	0%	1%	-4%	-3%	i
O=S1(=O)CCC(NCC2CCCO2)C1 (centres undefined)	8%	-0.1%	5%	-1.1	-10%	6%	-1%	-19%	i
O=C(CCC(=O)N1CCOc2ccc(Cl)cc21)NCCCN1CCC(Cc2ccccc2)CC1	?	-1.2%	?	3.4	-1%	-2%	-48%	2%	.
Cc1cn([C@H]2C[C@H](O)[C@@H](CCC(=O)NCCc3c[nH]c4ccccc34)O2)c(=O)[nH]c1=O	10%	-1.0%	-8%	0.8	1%	0%	-4%	11%	i
C[C@@H]1ON(C)[C@H]2C[C@H]3c4cc(N5CCN(C)CC5)ccc4CCN3C(=O)[C@@H]12	2%	-0.9%	3%	-0.6	-1%	4%	-5%	6%	i
COc1ccc(CC(=O)Oc2ccc(Cl)cc2Br)cc1S(=O)(=O)N1CCOCC1	-1%	0.2%	-12%	-1.1	-3%	9%	-45%	4%	i
COc1ccc(OC)c(-n2nnnc2SCC(=O)N2CCN(C(=O)c3ccco3)CC2)c1	-35%	-0.4%	0%	-0.7	2%	15%	-12%	-3%	i
COc1ccc(CNC(=O)CSc2nnc3c(n2)[nH]c2ccccc23)cc1	-13%	0.8%	7%	-1.3	2%	11%	-15%	2%	i

Compound activity from PubChem BioAssay.
